Rtt109 Vps75 = C. albicans Rtt109 histone acetyltransferase inhibition; purified Rtt109/Vps75, ThioGlo CoA-SH fluorescence, 4 h; inhibition, % at 34.9 µM; 330,000 compounds, 0.16% hits; AID 540336;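 active = inhibition of at least 50% in every replicate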
Target sequence (Q5AAJ8 whole entry, looked up): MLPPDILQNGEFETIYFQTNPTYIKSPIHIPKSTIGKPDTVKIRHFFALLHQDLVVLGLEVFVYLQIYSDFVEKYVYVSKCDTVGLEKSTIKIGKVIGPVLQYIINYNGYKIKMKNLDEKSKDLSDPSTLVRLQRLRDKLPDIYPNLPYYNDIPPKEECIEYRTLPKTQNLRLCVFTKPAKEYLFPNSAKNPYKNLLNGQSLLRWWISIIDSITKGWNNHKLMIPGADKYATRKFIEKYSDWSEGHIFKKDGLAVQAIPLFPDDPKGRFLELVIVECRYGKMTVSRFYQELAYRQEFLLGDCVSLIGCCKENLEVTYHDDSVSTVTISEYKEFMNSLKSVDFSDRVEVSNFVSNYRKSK
CAL PDZ FP-1 = blocks peptide binding to human CAL PDZ domain. Q9HD26. purified CAL PDZ, TMR-peptide fluorescence polarization, 1 h. inhibition, % at 20 µM. 330,000 compounds, 0.02% hits. AID 504414;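 active = highest replicate inhibition of at least 40%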;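 also: plate controls were DMSO neutral control wells for no effect and unlabeled competitor peptide control wells for full effect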
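Material: tagged CAL PDZ protein CerCALP, purified; buffer or medium: sodium phosphate/NaCl buffer pH 7.4 with TCEP, IgG, Thesit; also added: fluorescent TMR peptide probe; schedule: 1 h incubation at room temperature before polarization reading; technique: fluorescence polarization from S- and P-plane intensities, G-factor corrected; control set: unlabelled peptide and DMSO controls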
CAL PDZ FP-2 = inhibitors of human CAL PDZ peptide binding; purified CAL PDZ, TMR-peptide fluorescence polarization, 1 h; inhibition, % at 24.9 µM; 300,000 compounds, 0.92% hits; AID 602252; Q9HD26;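 active = mean inhibition of at least 30% with at least half of replicates also reaching 30%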;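 also: 0% = DMSO neutral control and 100% = excess unlabeled competitor peptide PRC23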
RTF Ca sens inh = cardiac RTF calcium desensitization | 340,000 compounds, 0.12% hits | inhibition, % at 7.15 µM | IANBD-labeled cardiac RTF, Ca2+ fluorescence | P19429+P45379;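 active = inhibition above the mean inhibition of all tested compounds plus 3 SD, cut at about 17% in these data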;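 also: assay run at fixed EC70 calcium of 1.6 mM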
SR-BI uptake up = enhances SR-BI lipid uptake from DiI-HDL; AID 504775; 320,000 compounds, 0.096% hits; activation, % at 12.5 µM; CHO ldlA[mSR-BI] cells, DiI-HDL uptake fluorescence, 3 h; 100 = double the neutral-control signal;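 active = mean replicate activation of at least 60% and every replicate at or above 60%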;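 also: 0% = median plate neutral-control signal and 100% = twice that signal; values of inactives mirror those of a sister screen read the other way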
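material = CHO ldlA[mSR-BI] cells | medium = Ham's F12 with 0.5% BSA, HEPES 25 mM, pH 7.4 | reagent = fluorescent DiI-HDL, 10 µg/mL final | compound dosing = single-point compound dose | incubation = 3 h, 37 °C | measured by = bottom-read fluorescence, 550/595 nm | measure = HDL uptake via cellular fluorescence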
DAGLB inhibitor = blocks human DAGLB lipase activity; inhibition, % at 5.17 µM; HEK293T DAGLB membrane lysate, EnzChek fluorogenic substrate; Q8NCG7; 340,000 compounds, 0.059% hits; in the data active = inhibition above about 34%;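 also: 0% = enzyme with vehicle and 100% = wells lacking enzyme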
Target sequence (Q8NCG7 whole entry, looked up): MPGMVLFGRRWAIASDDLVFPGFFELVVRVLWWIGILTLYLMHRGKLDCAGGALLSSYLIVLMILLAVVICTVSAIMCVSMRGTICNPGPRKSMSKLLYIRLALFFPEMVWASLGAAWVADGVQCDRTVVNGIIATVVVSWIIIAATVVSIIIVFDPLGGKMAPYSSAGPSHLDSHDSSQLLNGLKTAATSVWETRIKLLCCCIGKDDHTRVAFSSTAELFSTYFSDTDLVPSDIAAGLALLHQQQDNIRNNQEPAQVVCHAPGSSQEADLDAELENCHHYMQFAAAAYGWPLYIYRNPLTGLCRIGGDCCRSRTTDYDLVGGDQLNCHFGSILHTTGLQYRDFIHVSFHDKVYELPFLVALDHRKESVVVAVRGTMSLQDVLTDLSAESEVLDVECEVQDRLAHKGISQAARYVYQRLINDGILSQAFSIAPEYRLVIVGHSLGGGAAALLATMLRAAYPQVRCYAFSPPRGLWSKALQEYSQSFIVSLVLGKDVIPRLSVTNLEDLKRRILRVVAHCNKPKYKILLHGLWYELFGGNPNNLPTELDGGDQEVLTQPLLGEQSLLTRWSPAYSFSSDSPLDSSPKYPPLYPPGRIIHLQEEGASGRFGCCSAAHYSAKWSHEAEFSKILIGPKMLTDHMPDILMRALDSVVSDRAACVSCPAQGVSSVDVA
C-LANA FP = inhibitors of KSHV LANA C-terminal domain DNA binding. MBP-C-LANA/FAM-LBS DNA binding, fluorescence polarization. inhibition, % at 9 µM. 340,000 compounds, 0.078% hits;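 active = highest replicate inhibition at or above 60% at 9 µM, even if other replicates fall short; inactive = all replicates below 60% inhibition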;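 also: 0% = neutral control wells and 100% = 4 µM acridine orange control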
Keap1 Nrf2 FP = disrupts human Keap1 binding to Nrf2 peptide. Q14145. Keap1 Kelch-Nrf2 peptide fluorescence polarization, 1536-well. inhibition, % at 9.4 µM. 340,000 compounds, 0.15% hits; in the data active = inhibition above about 12%;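 also: human Keap1 Kelch domain with fluorescein labeled Nrf2 9mer peptide probe; 0% = neutral control wells and 100% = peptide positive control; higher means more block of Keap1 binding to Nrf2 peptide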
RTF Ca sens act = cardiac RTF calcium sensitization | IANBD-labeled TnC RTF fluorescence at EC20 calcium; 0% EC20 calcium, 100% full calcium | activation, % at 7.2 µM | 340,000 compounds, 0.24% hits | AID 493008;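 active = activation above the mean over all tested compounds plus 3 SD, cut at about 30% in these data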;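 also: rise in fluorescence read as greater calcium sensitivity of cardiac thin filaments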
PKA-R2B act = PKA-R2B complex activation; 340,000 compounds, 0.079% hits; P22694+P31323; activation, % at 11.4 µM; PKA-R2B holoenzyme dissociation, Cy5-IP20 fluorescence polarization; R2B truncated from residue 108, S112A mutant; 0% DMSO only, 100% 113 µM cGMP;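 active = activation above a cutoff set at the mean over all compounds plus 3 SD, cut at about 18% in these data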;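 also: higher means more holoenzyme dissociation and a rise in polarization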
Starred values were filed as active, the others as inactive; . = not tested or not shown.

SMILES	Rtt109 Vps75	CAL PDZ FP-1	CAL PDZ FP-2	RTF Ca sens inh	SR-BI uptake up	DAGLB inhibitor	C-LANA FP	Keap1 Nrf2 FP	RTF Ca sens act	PKA-R2B act
S=C(NCCN1CCOCC1)Nc1ccc(-c2nc3ccccc3[nH]2)cc1	-3	-1.0	.	-11	-26	-1	-0.5	-5	10	-9
Cc1ccc(C(=O)N2CCN(S(=O)(=O)N3CCOCC3)CC2)cc1	7	0.5	1	3	26	1	-0.6	2	10	-9
O=C(/C=C/c1ccccc1)N1CCN(c2ccc([N+](=O)[O-])c(N3CCOCC3)c2)CC1	16	0.2	1	-6	-20	4	0.3	2	3	-2
C/C=C(\C)C(=O)NCCN1C2=NC[C@@H](C)N2C[C@H]1Cc1ccc(O)cc1	4	0.6	-1	-3	14	-2	-1.3	-3	-6	-9
CCCn1c(N)c(N(CCOC)C(=O)CSc2cc(C)c3cccc(C)c3n2)c(=O)[nH]c1=O	-13	-1.3	-4	-5	-1	0	-1.3	0	4	-1
O=C(O)c1cccc(NS(=O)(=O)/C=C/c2ccccc2)c1	-2	-0.8	4	-4	16	0	-0.3	-5	1	-4
CCC/C=C1/CCCOC(C(=O)NCc2ccc(S(C)(=O)=O)cc2)(C(F)(F)F)C1 (stereo not given)	-9	-0.7	-1	-10	-5	0	-0.2	2	1	0
COC(=O)[C@H](Cc1ccccc1)NC(=O)N1CCN(c2ccc(F)cc2)CC1	-20	-2.9	0	-8	8	1	-0.2	-4	5	4
CC(C)NC(=O)Nc1cccs1	1	-0.5	1	-5	10	-2	1.6	-6	4	2
COC(C/C=C\[C@@H](O)COCc1ccccc1)OC	-5	-0.5	-1	-6	10	-1	1.2	-3	1	-6
O=C(CNS(=O)(=O)c1ccc(Br)cc1)NC1CCCC1	-8	-1.8	-5	-8	27	3	-0.4	-7	-1	4
Cc1c(-c2nc(-c3ccc(C(F)(F)F)cc3)no2)n(C)oc1=O	-14	-3.4	.	.	10	.	1.4	0	.	.
O=C(Nc1ccc(C(=O)O)cc1)/C(=C\c1ccco1)NC(=O)c1ccc(Br)o1	-26	-1.7	.	-2	.	0	3.6	-3	6	-3
COc1cc(/C=C/C(=O)OCC(=O)NCC2CCCO2)ccc1OCC#N (stereo not given)	-7	1.0	-4	5	-20	-2	-0.5	-4	-2	-2
Cn1c(N)c(Sc2ccc([N+](=O)[O-])cc2)c(=O)n(C)c1=O	-1	-3.0	-2	2	1	2	-0.1	-6	2	3
CCN(CC(=O)Nc1ccccc1OC)C(=O)CSCC(=O)Nc1cccc(C)c1	0	0.2	.	-13	-2	-4	-1.2	-6	-5	0
CC(Sc1nccn1C)C(=O)c1c(N)n(C)c(=O)n(C)c1=O (stereo not given)	-8	1.3	2	9	18	-1	-6.3	-1	-4	3
Cc1ccc(C(=O)C(OC(=O)c2cnccn2)c2ccccc2)cc1C (stereo not given)	-7	-2.2	0	-4	15	0	0.9	2	0	-17
O=C(Nc1ccc(F)cc1)C(=O)c1c(O)[nH]c2ccc([N+](=O)[O-])cc12	-1	-0.2	6	-5	.	4	-1.8	-3	-1	1
COc1ccc(N=C(N)SCc2ccccn2)cc1	-81	0.3	.	-21	2	-3	-3.0	-8	-6	6
O=C(Nc1c[nH]c(=O)[nH]c1=O)c1cc([N+](=O)[O-])cc([N+](=O)[O-])c1	-6	0.5	-2	-1	34	1	0.8	-2	-6	0
Brc1cc2c(cc1C1OCCCO1)OCO2	2	0.6	-5	-5	-15	-2	-0.7	0	-3	-3
Cc1cc(C)c(S(=O)(=O)N2CCN(C(=O)c3c(C)noc3C)CC2)c(C)c1	-8	-0.6	.	-1	-18	3	-1.0	2	-3	3
NC(N)=NNC(=O)c1ccccc1Cl	0	-0.9	-2	-15	-1	-2	-3.5	-3	-1	-4
Cc1noc(C)c1COc1ccc(C(=O)NCc2ccccn2)cc1	-3	-0.6	9	0	5	0	-0.5	0	-2	-5
Cc1c(C(=O)O)sc2nc3n(c(=O)c12)CCC(C)CC3 (stereo not given)	4	0.6	0	3	2	2	-5.0	3	-4	-2
CCCNC(=O)CN(c1ccc(F)cc1)S(=O)(=O)c1ccc2c(c1)OCCO2	-5	-1.1	0	0	2	-2	0.0	2	7	4
CC(=O)NC1(c2ccccc2)CCN(c2cc(C)nc(-c3ccccc3)n2)CC1	23	-2.6	-1	-40	-3	0	-1.3	0	-2	5
C/C(=N\NC(=O)CSc1nc2ccccc2[nH]1)c1ccncc1	8	-0.6	-1	1	-3	-4	0.1	1	2	-2
Cn1nccc1C(=O)N1CCc2c([nH]c3ccccc23)C1c1ccc(F)cc1 (stereo not given)	13	-1.4	-5	1	-18	-3	1.6	-1	-8	-4
O=C(c1ccc(N2C(=O)C3CC=C(Cl)CC3C2=O)cc1)N1CCCCC1 (stereo not given)	1	-0.3	-17	-19	-28	1	0.9	-2	-4	0
CCCC(=O)Nc1ccccc1-c1nnn(CC(=O)Nc2ccc(OCC)cc2)n1	-6	-0.6	-3	6	-7	-4	-2.0	-1	0	5
CCS(=O)(=O)c1ncc(CO)n1CCc1ccccc1	1	-0.3	-3	-14	-2	2	2.4	3	-2	-5
CCOc1cc2[nH]c(=S)n(CCN3CCCCC3C)c(=O)c2cc1OCC (stereo not given)	10	-1.1	-1	-8	-19	0	-1.4	5	2	0
CCC(=O)N1CCc2cc(S(=O)(=O)NC(Cc3ccccc3)C(=O)NC3CCCCC3C)ccc21 (stereo not given)	-7	0.1	10	-5	.	0	0.9	-1	0	-4
O=C(CN1CCCCCC1)N/N=C/c1ccc2ccccc2c1	-1	-1.6	-1	2	-6	-2	-2.7	-6	-5	-11
Nc1nc(=O)n(C2CCCO2)cc1Br (stereo not given)	-5	-0.2	-1	2	-7	-1	0.1	-5	-1	10
O=C(Nc1ccc(F)cc1F)c1cc(Cl)sc1Cl	0	.	0	-2	22	-8	2.1	3	-1	7
CCOc1cc(C2C3=C(CCCC3=O)N(C)C3=C2C(=O)CCC3)cc(Cl)c1O	4	-0.1	-1	-6	.	0	0.0	-9	17	-3
CCCc1c(-c2ccc(O)cc2)nn(-c2ccc(O)cc2)c1-c1ccc(O)cc1	2	-0.4	-6	6	-28	2	1.1	-3	-5	0
COc1ccc(OCC(=O)Nc2nnc(S(=O)(=O)N3CCCCCC3)s2)cc1	5	-0.6	.	-2	-13	1	-0.5	-3	3	-12
CC(C)CC(=O)Nc1nnc(-c2ccco2)s1	-1	-0.5	-1	-2	16	1	2.6	-7	5	3
O=C(O)c1ccc2c3c(cccc13)C(=O)N(c1cccc3ccccc13)C2=O	2	-1.4	-2	-2	4	1	0.7	0	0	2
CC(Oc1ccc(S(=O)(=O)N2CCCC2)cc1[N+](=O)[O-])C(=O)NC1(C#N)CCCCC1 (stereo not given)	7	0.3	.	-9	2	-1	-0.5	-3	4	-10
CCn1c(SCC(=O)NCCc2ccccc2)nnc1C(C)C	-1	0.4	1	-7	0	2	-0.8	4	-5	-10
NC(=O)c1ccc(SCC(=O)NC2CCCCC2)c([N+](=O)[O-])c1	5	0.0	0	-15	17	0	-0.6	-2	8	8
c1ccc(-c2noc(CN3CCc4sccc4C3)n2)cc1	8	-0.7	2	-10	-5	-5	10	-4	3	-13
COc1ccc2cc(Br)ccc2c1CC(=O)NCC1CCCO1 (stereo not given)	2	-2.2	3	-6	2	0	-0.5	-4	7	5

Five entries picked at random from those above:
SMILES	Rtt109 Vps75	CAL PDZ FP-1	CAL PDZ FP-2	RTF Ca sens inh	SR-BI uptake up	DAGLB inhibitor	C-LANA FP	Keap1 Nrf2 FP	RTF Ca sens act	PKA-R2B act
O=C(O)c1ccc2c3c(cccc13)C(=O)N(c1cccc3ccccc13)C2=O	2	-1.4	-2	-2	4	1	0.7	0	0	2
Nc1nc(=O)n(C2CCCO2)cc1Br (stereo not given)	-5	-0.2	-1	2	-7	-1	0.1	-5	-1	10
O=C(Nc1ccc(F)cc1F)c1cc(Cl)sc1Cl	0	.	0	-2	22	-8	2.1	3	-1	7
CC(C)CC(=O)Nc1nnc(-c2ccco2)s1	-1	-0.5	-1	-2	16	1	2.6	-7	5	3
COc1ccc2cc(Br)ccc2c1CC(=O)NCC1CCCO1 (stereo not given)	2	-2.2	3	-6	2	0	-0.5	-4	7	5

Other compounds follow:
SMILES	Rtt109 Vps75	CAL PDZ FP-1	CAL PDZ FP-2	RTF Ca sens inh	SR-BI uptake up	DAGLB inhibitor	C-LANA FP	Keap1 Nrf2 FP	RTF Ca sens act	PKA-R2B act
O=C(Cn1nc(C(=O)O)c2ccccc2c1=O)NCc1ccco1	-1	.	-1	1	-5	1	0.7	0	3	-5
CN(C(=O)c1ccccc1)C1c2c(ccc3ccccc23)OCC1CO (stereo not given)	-2	-1.1	-5	-5	25	-13	0.2	2	-1	0
Cc1ccc(NC(=S)C2=C(O)c3ccccc3N(C)S2(=O)=O)cc1	1	-2.2	0	-4	-1	10	-0.3	0	5	0
CN(c1ccccc1)S(=O)(=O)c1cccc(C(=O)NNC(=O)c2ccccc2)c1	-3	-0.1	2	-5	-16	0	1.4	1	5	-1
CCOC(=O)N1CCN(C(=O)c2ccccc2NC(=O)c2ccc(OC)cc2)CC1	-7	-0.7	0	-6	11	0	0.0	0	-3	-7
O=C(Nc1ccc2c(c1)OCO2)C1CCCN1C(=O)Nc1ccccc1 (stereo not given)	-4	-2.5	-5	-3	.	1	-0.7	-5	4	-7
CCCCC(=O)C1=C(N2CCCC2)CC(C)(C)CC1=O	-1	0.9	0	4	4	0	-0.8	2	0	1
Cc1[nH]c(=S)[nH]c(=O)c1Cc1c(O)ccc2ccccc12	-1	-1.4	-3	-1	-6	3	-2.8	5	-6	-2
CC1C(c2ccccc2)C(C#N)(C#N)C2(C#N)C(=O)NC1(N)C2C (stereo not given)	8	0.1	0	1	16	0	-0.2	-1	-5	2
CC(C)COC(=O)NCCOC(=O)Nc1cccc(Cl)c1	4	-3.0	-2	-3	2	-3	-0.2	-3	5	-5
CN(C)/C=C/C(=O)c1cccc(Cl)c1	0	-2.7	-3	-5	14	2	-0.3	1	1	13
COc1ccc(/C=C2/SC(=S)N(CCCC(=O)Nc3ccccc3C(=O)O)C2=O)cc1	21	-3.0	-7	2	.	11	1.0	1	2	5
O=C(c1cc(-c2ccc3c(c2)OCO3)on1)N1CCCCC1	1	-2.9	-10	4	-7	1	0.1	-3	1	4
Cn1c(NC(=O)C[n+]2cc(-c3ccccc3)n3c2CCC3)cc(=O)n(C)c1=O	-3	0.9	-2	-19	.	0	-3.5	-2	5	-10
CNS(=O)(=O)c1ccc2c(c1)oc(=O)c1cc(S(=O)(=O)NC)ccc12	.	-0.2	-4	3	12	2	-1.2	-3	6	-6

Compound activity as filed in PubChem BioAssay.
